# SRC2 TRFRET art: TR-FRET artefact, counter-screen to PPARgamma/SRC-2 agonist assay; stronger effect = higher value; TR-FRET ratio at 8 µM; hit rate 0.4% among 200,000; in the data active means TR-FRET ratio above about 2000; further: inactives centre near 1500; reference of the scale not given here
# ROMK mod: modulators of human ROMK potassium channel. P48048. Tet-inducible ROMK, thallium flux fluorescence; actives lie on both sides. B-score at 10 µM. hit rate 2% among 130,000;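 active means signal ratio slope over the read window, or its plate-corrected B-score, at least 3 SD from the plate mean, either direction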;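 further: B-score of the F/F0 ratio slope over 7 to 12 s after thallium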
# Target sequence (P48048 whole entry, looked up): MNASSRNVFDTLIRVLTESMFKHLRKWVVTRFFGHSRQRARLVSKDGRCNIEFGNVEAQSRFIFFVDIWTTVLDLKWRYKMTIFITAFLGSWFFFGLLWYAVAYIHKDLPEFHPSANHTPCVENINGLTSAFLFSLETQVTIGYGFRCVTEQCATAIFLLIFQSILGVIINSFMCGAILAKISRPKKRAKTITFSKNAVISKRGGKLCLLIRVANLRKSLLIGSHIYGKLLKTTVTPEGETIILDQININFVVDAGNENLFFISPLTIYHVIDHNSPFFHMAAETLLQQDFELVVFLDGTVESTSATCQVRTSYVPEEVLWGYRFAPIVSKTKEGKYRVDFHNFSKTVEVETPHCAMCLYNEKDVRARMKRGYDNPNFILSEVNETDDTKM
# PPARg SRC2 recr: promotes SRC-2 coactivator recruitment by human PPARgamma. P37231. PPARgamma LBD-SRC-2 recruitment, biochemical. activation, % at 8 µM. hit rate 0.34% among 200,000; in the data active means activation above about 22%;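 further: 0% = vehicle and 100% = reference agonist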
# RAM network inh: yeast RAM network inhibition. AID 868. S. cerevisiae dse1pr::URA3 reporter, 5-FOA growth OD615, 2 d; analog-sensitive cbk1-as2 kinase mutant strain. hit rate 1.8% among 190,000. inhibition, % at 50 µM;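 active means inhibition above a set limit, 3 SD over mean compound inhibition, cut at about 8.4% in these data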;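 further: 0% = DMSO-only wells with no growth and 100% = 10 µM 1-NA-PP1 full growth; inhibition rescues growth on 5-FOA so higher OD means more RAM inhibition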
# PPARg SRC3 recr: promotes SRC-3 coactivator recruitment by human PPARgamma | AID 731 | activation, % at 8 µM | biochemical PPARgamma/SRC-3 coactivator recruitment assay | hit rate 0.26% among 200,000; in the data active means activation above about 23%;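 further: 0% = DMSO and 100% = reference agonist; some compounds past the cut are filed as inactive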
# DTT redox prof: compounds producing H2O2 with reducing agent – biochemical, NIH compound library profiling, artefact control for MLSCN library redox annotation, primary screen; DTT-dependent redox cycling H2O2, phenol red/HRP absorbance; 100% = 100 µM peroxide control, 0% = buffer; activation, % at 10 µM; hit rate 0.03% among 200,000;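 active means activation of at least 50% relative to the plate's high and low controls in the primary single-dose screen; inactive means activation below 50%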;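 further: compound incubated with DTT at 0.8 mM final as the reducing agent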
# L major viab: reduces viability of Leishmania major promastigotes; resazurin fluorescence viability; inhibition, % at 10 µM; hit rate 9% among 200,000; AID 1063; in the data active means inhibition above about 50%;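 further: promastigotes grown with compound for 44 hours at 28 °C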
# S1P3 antagonist: antagonists of human S1P3 receptor. Q99500. CHO S1P3 NFAT-BLA reporter, FRET fluorescence, antagonist mode. inhibition, % at 4.98 µM. hit rate 0.27% among 170,000. AID 485;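 active means inhibition above the plate cutoff, the mean inhibition of test wells on that plate plus 3 SD, cut at about 28% in these data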;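 further: cells challenged with S1P at its EC80 of 0.8 µM; blue over green emission ratio from cleaved BLA substrate after 4 h stimulation; 0% = S1P-stimulated wells and 100% = unstimulated DMSO-only wells; some compounds past the cut are filed as inactive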
# Target sequence (Q99500 whole entry, looked up): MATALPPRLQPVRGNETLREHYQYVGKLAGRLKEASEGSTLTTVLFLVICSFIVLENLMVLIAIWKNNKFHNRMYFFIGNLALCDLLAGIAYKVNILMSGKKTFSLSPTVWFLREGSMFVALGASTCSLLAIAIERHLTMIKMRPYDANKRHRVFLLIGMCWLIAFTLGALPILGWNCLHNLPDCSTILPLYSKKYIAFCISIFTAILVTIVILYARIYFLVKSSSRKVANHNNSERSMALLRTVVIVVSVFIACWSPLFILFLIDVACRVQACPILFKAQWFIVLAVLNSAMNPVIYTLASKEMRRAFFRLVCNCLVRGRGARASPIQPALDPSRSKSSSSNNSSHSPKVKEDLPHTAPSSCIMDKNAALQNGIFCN
# PPARg SRC-1 ag: agonists of human PPARgamma SRC-1 coactivator recruitment; P37231; PPARgamma-SRC-1 coactivator recruitment biochemical assay; activation, % at 8 µM; hit rate 0.41% among 200,000; AID 631; in the data active means activation above about 19%;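 further: 0% = DMSO and 100% = reference agonist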
# HMGR II inh: inhibitors of class II HMG-CoA reductase from Enterococcus faecalis | purified E. faecalis HMGR, NADPH absorbance 340 nm kinetic | inhibition, % at 10 µM | hit rate 0.41% among 190,000;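 active means inhibition above a set limit, the median over all tested compounds plus 3 SD, cut at about 9.5% in these data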;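 further: enzyme runs in reverse so mevalonate oxidation gives rising NADPH absorbance; 0% = complete reaction with DMSO and 100% = background rate lacking mevalonate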
# bIAP inh: intestinal alkaline phosphatase (bovine) inhibition; purified bovine IAP, CDP-star luminescence, 30 min; inhibition, % at 20 µM; 190,000 tested, under 10 active; AID 1019;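 active means over 50% inhibition of intestinal alkaline phosphatase at 20 µM in the single-dose screen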
#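 System: purified bovine intestinal alkaline phosphatase (IAP) enzyme; Input: IAP diluted 1/65,000,000 in the well; Measured by: CDP-star luminescence signal; Compound dosing: 20 µM single dose; Incubation: 30 min reaction at room temperature.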
# * = called active by the depositor; / = not tested or not shown. The order is random. About 13% of those tested had a hit in this group.
# Every second line gives: bIAP inh, PPARg SRC2 recr, SRC2 TRFRET art, L major viab, ROMK mod, HMGR II inh, PPARg SRC-1 ag, DTT redox prof, S1P3 antagonist, PPARg SRC3 recr, RAM network inh
> CCCCC(=O)Nc1cccc(NC(=S)NC(=O)Cc2ccccc2)c1
  5.2, 3.5, 1660, 52.4*, -0.529, 0.1, 2.5, 0.0, 0.7, -0.8, 8.1
> COc1ccc(OC)c(C(=O)c2ccc(C(=O)Nc3ccccc3)cc2)c1
  3.9, 11.6, 1571, -6.0, 0.112, 4.1, 7.4, 0.1, -17.8, 3.6, 3.7
> CCOc1ccc(NC(=O)c2cccc(-n3cnnn3)c2)cc1
  6.7, 3.1, 1534, -7.6, 0.855, -4.1, 5.8, 1.3, /, -3.3, 4.0
> COc1cc(NC(=O)c2cccc(Cl)c2)c(OC)cc1NC(=O)CN1CCOCC1
  -3.7, 4.9, 1745, 85.0*, /, -6.5, 3.0, 2.2, -7.3, 3.7, 0.6
> Cc1ccc(C)c(N2CCN(C(=O)Cc3ccc(-n4c(=O)[nH]c5ccsc5c4=O)cc3)CC2)c1
  22.8, -1.9, 1531, 51.5*, 1.12, -2.5, 3.3, -0.1, 8.5, 6.3, 0.4
> O=C(O)c1sc2cccc(Cl)c2c1Cl
  -12.9, 16.8, 1591, -6.4, 0.307, 5.0, 9.1, 0.7, -4.9, 3.2, -0.3
> O=C(COC(=O)c1cc(-c2cccc(Br)c2)nc2ccccc12)NCC1CCCO1 (stereo not drawn)
  -10.5, 1.6, 1589, 3.5, -0.0133, -6.2, -6.2, -1.4, -12.8, 3.4, 15.3*
> Cc1ccccc1NC(=S)N/N=C1\CC(C)(C)Oc2ccc(O)cc21
  8.0, 1.6, 1592, 83.7*, 0.437, -2.1, 2.1, -1.3, -16.0, 3.9, 2.8
> N#CCCCSC1=C(C#N)C(c2ccccc2Cl)CC(=O)N1 (stereo not drawn)
  6.5, 2.3, 1569, -4.3, /, 0.6, 0.7, -3.0, 9.0, -1.1, -0.2
> Cc1onc(-c2ccccc2Cl)c1C(=O)Nc1nnc(-c2ccc(F)cc2)s1
  7.9, 22.0*, 1917, -9.9, /, -4.1, 17.0, -0.1, -15.1, 32.2*, 2.3

# Every second line gives: bIAP inh, PPARg SRC2 recr, SRC2 TRFRET art, L major viab, ROMK mod, HMGR II inh, PPARg SRC-1 ag, DTT redox prof, S1P3 antagonist, PPARg SRC3 recr, RAM network inh
> O=C(NN=C(Cc1ccccc1)Cc1ccccc1)c1ccccc1O
  -1.8, -9.3, 1642, 61.1*, 0.884, -6.7, -5.5, -0.3, -5.0, -0.9, 2.5
> CC(=O)N1CCN(S(=O)(=O)c2cccc(C(=O)Nc3nc4c(s3)CCCC4)c2)CC1
  -5.3, 9.8, 1568, 5.3, 0.017, 2.4, 0.5, -0.2, /, 9.0, 0.9
> Cc1cc(Nc2cccc([N+](=O)[O-])c2)n2c(nc3ccccc32)c1C#N
  11.7, 0.6, 1559, 15.2, /, 4.9, 8.6, -4.0, /, -1.5, 4.7
> COc1ccc(-n2c(=S)[nH]c3cc(C(=O)NCc4ccco4)ccc3c2=O)c(OC)c1
  -0.4, -1.0, 1486, -6.5, -0.558, 1.1, -6.1, 0.3, /, -3.9, 0.5
> Oc1c(CN2CCN(c3ccccn3)CC2)cc(Cl)c2cccnc12
  -30.0, -0.5, 1599, 100.4*, /, -0.7, 2.2, -1.2, -32.5, -4.0, -1.2
> FC(F)(F)c1nc2ccccc2n2c(-c3c(Cl)cccc3Cl)nnc12
  1.4, -0.6, 1523, 57.2*, /, 5.7, 5.8, 1.4, /, -2.9, 0.5
> O=C(O)CCCCCNC(=O)Nc1ccc2c(c1)OCCO2
  16.2, -9.3, 1391, -4.5, -0.232, -1.5, -2.5, -0.1, /, 1.9, -0.3
> CN(c1nc(-c2ccccc2)cs1)C1CCS(=O)(=O)C1 (stereo not drawn)
  9.3, -3.1, 1689, -1.8, 0.164, -1.1, 2.6, 0.0, 2.6, 8.5, 3.5
> Cc1cc(=O)oc2cc(OCc3ccc(S(=O)(=O)N4CCOCC4)cc3)ccc12
  0.5, 4.0, 1463, 80.2*, /, -0.6, 3.9, -2.2, 28.3, 10.3, 4.4
> COc1cccc(C2=NOC(C(=O)NCCCn3ccnc3)C2)c1 (stereo not drawn)
  -3.1, 6.7, 1529, 0.0, /, 3.9, 5.4, -2.7, /, 10.9, 2.3

# Gathered by group, the compounds so far with a COOH group (2)
# Every second line gives: bIAP inh, PPARg SRC2 recr, SRC2 TRFRET art, L major viab, ROMK mod, HMGR II inh, PPARg SRC-1 ag, DTT redox prof, S1P3 antagonist, PPARg SRC3 recr, RAM network inh
> O=C(O)c1sc2cccc(Cl)c2c1Cl
  -12.9, 16.8, 1591, -6.4, 0.307, 5.0, 9.1, 0.7, -4.9, 3.2, -0.3
> O=C(O)CCCCCNC(=O)Nc1ccc2c(c1)OCCO2
  16.2, -9.3, 1391, -4.5, -0.232, -1.5, -2.5, -0.1, /, 1.9, -0.3

# Later entries:
# Every second line gives: bIAP inh, PPARg SRC2 recr, SRC2 TRFRET art, L major viab, ROMK mod, HMGR II inh, PPARg SRC-1 ag, DTT redox prof, S1P3 antagonist, PPARg SRC3 recr, RAM network inh
> Cc1ccc2c(n1)CC(C)(C)C/C2=N\O
  -5.6, 9.3, 1553, -4.8, -0.0136, 0.3, 0.8, 0.6, /, 17.6, 1.0
> O=C(Nc1cccc(Cl)c1)c1ccc(F)c(S(=O)(=O)NCc2cccs2)c1
  12.8, 0.7, 1688, 21.1, /, -4.4, 4.9, 0.5, 7.2, 7.0, 4.1
> CC(C)(C)c1cc(NC(=O)CSc2nnc(NCc3ccccc3)s2)n(-c2ccccc2)n1
  0.8, -0.7, 1453, 3.5, /, 1.1, -3.0, 0.7, 1.2, 4.6, 2.5
> O=C(NC1CCCCC1)C(c1ccc(F)cc1)N(C(=O)c1cccs1)c1ccc2c(c1)OCO2 (stereo not drawn)
  5.2, 3.0, 1593, -12.3, 0.944, 0.0, -1.6, -4.1, /, -2.9, 5.0
> Brc1ccc(-c2nnc(-c3cccc(Br)c3)o2)cc1
  -3.4, 5.4, 1628, -8.0, /, -9.4, 3.6, 4.3, /, 3.2, 3.3
> O=C(NCc1ccc2c(c1)OCO2)c1cc(S(=O)(=O)N2CCCCC2)ccc1F
  12.7, -0.2, 1529, -3.2, /, -6.3, -2.9, -1.1, 17.4, -4.3, 1.1
> Cn1c(=O)oc2cc(S(=O)(=O)N3CCC(C(=O)N4CC=C(c5ccccc5)CC4)CC3)ccc21
  -15.2, 9.0, 1745, 1.9, /, -2.7, 9.6, -1.4, -0.8, 8.9, 1.5
> CN1C2C=C3C(C#N)=C(N)C(C#N)(C#N)[C@@H](c4ccc(Cl)cc4)[C@@H]3C1CC2 (stereo partly drawn)
  1.0, 13.5, 1657, 13.8, -2.02, 0.8, 0.1, -1.6, /, 6.7, 0.5
> CC(C)c1ccc(-c2nn[nH]n2)cc1
  6.3, 6.8, 1630, -5.9, /, -1.9, 10.5, 4.2, -20.6, -0.5, 1.0
> CCOc1cc(C2NN=C(c3ccccc3)S2)ccc1OCc1ccc(F)cc1 (stereo not drawn)
  17.2, 1.3, 1626, -3.3, -0.00192, -0.5, 4.2, 0.3, /, 1.2, 11.9*

# A draw from above in order of heavy-atom count, falling.
# Every second line gives: bIAP inh, PPARg SRC2 recr, SRC2 TRFRET art, L major viab, ROMK mod, HMGR II inh, PPARg SRC-1 ag, DTT redox prof, S1P3 antagonist, PPARg SRC3 recr, RAM network inh
> Cn1c(=O)oc2cc(S(=O)(=O)N3CCC(C(=O)N4CC=C(c5ccccc5)CC4)CC3)ccc21
  -15.2, 9.0, 1745, 1.9, /, -2.7, 9.6, -1.4, -0.8, 8.9, 1.5
> CC(C)(C)c1cc(NC(=O)CSc2nnc(NCc3ccccc3)s2)n(-c2ccccc2)n1
  0.8, -0.7, 1453, 3.5, /, 1.1, -3.0, 0.7, 1.2, 4.6, 2.5
> CCOc1cc(C2NN=C(c3ccccc3)S2)ccc1OCc1ccc(F)cc1 (stereo not drawn)
  17.2, 1.3, 1626, -3.3, -0.00192, -0.5, 4.2, 0.3, /, 1.2, 11.9*
> CN1C2C=C3C(C#N)=C(N)C(C#N)(C#N)[C@@H](c4ccc(Cl)cc4)[C@@H]3C1CC2 (stereo partly drawn)
  1.0, 13.5, 1657, 13.8, -2.02, 0.8, 0.1, -1.6, /, 6.7, 0.5
> Brc1ccc(-c2nnc(-c3cccc(Br)c3)o2)cc1
  -3.4, 5.4, 1628, -8.0, /, -9.4, 3.6, 4.3, /, 3.2, 3.3
> Cc1ccc2c(n1)CC(C)(C)C/C2=N\O
  -5.6, 9.3, 1553, -4.8, -0.0136, 0.3, 0.8, 0.6, /, 17.6, 1.0
> CC(C)c1ccc(-c2nn[nH]n2)cc1
  6.3, 6.8, 1630, -5.9, /, -1.9, 10.5, 4.2, -20.6, -0.5, 1.0

# More results:
# Every second line gives: bIAP inh, PPARg SRC2 recr, SRC2 TRFRET art, L major viab, ROMK mod, HMGR II inh, PPARg SRC-1 ag, DTT redox prof, S1P3 antagonist, PPARg SRC3 recr, RAM network inh
> COc1ccc(N(CC(=O)NCc2ccccc2OC)S(=O)(=O)c2ccccc2[N+](=O)[O-])c(OC)c1
  6.2, 2.6, 1494, 6.7, -0.527, 1.0, -2.3, -0.1, 3.1, 4.0, 3.4
> COc1ccccc1Nc1nc(C)c(C(=O)Nc2ccccc2)s1
  6.1, 1.1, 1548, -0.3, -1.11, -0.2, -3.0, -1.1, 2.0, 1.6, 2.7
> CCn1c2ccccc2c2cc(/C=N/NC(=O)c3ccccc3C)ccc21
  22.3, 8.6, 1687, 1.1, /, -1.0, 3.6, -0.1, 4.1, 1.1, 0.5
> COc1cc(/C=C2\SC(N3CCc4ccccc4C3)=NC2=O)cc(OC)c1OC
  1.5, -3.8, 1662, 54.2*, /, 1.1, 0.8, -0.6, -19.6, 4.3, 3.0
> Cc1cc(C(=O)Nc2ccccn2)no1
  10.1, 2.4, 1452, -6.0, /, -4.4, -5.3, 2.3, -2.0, 6.8, -0.7
> CC1CCN(C(=S)c2ccc(N(C)C)cc2)CC1
  -1.8, 7.1, 1565, -0.1, 0.0923, 1.7, 0.7, -0.4, 2.0, 1.2, 0.0
> COc1ccc(C(=O)COC(=O)CCn2nnc(-c3cccs3)n2)cc1
  15.3, 7.2, 1680, -3.5, /, 1.2, 4.6, 2.1, -25.6, 7.1, 2.4
> COc1ccccc1C1/C(=C(/O)c2ccc(Cl)cc2)C(=O)C(=O)N1CCN1CCOCC1 (stereo not drawn)
  -8.9, -2.9, 1338, -5.2, /, 1.1, 2.6, 0.0, 0.7, -3.3, 0.3
> CCn1ncc(C2=NOC(C(=O)N3CCN(c4ccccc4)CC3)C2)c1C (stereo not drawn)
  1.7, 0.7, 1638, -2.2, /, -1.2, 11.4, -1.0, 13.0, 11.2, 0.5
> Fc1nc(F)c(F)c(NCCCNc2c(F)c(F)nc(F)c2F)c1F
  5.6, 4.5, 1626, 10.7, -1.32, 3.0, -2.0, 3.3, 10.8, 8.4, 3.1
